mHTT-CaM PPI inh: mHTT-calmodulin interaction abrogation; actives 3.6% (n = 190,000); AlphaScreen His-mHTT/GST-CaM binding, luminescence; inhibition, % at 15 µM; P42858;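 note: 0% = both proteins with DMSO and 100% = one protein alone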
Pf apPOL inh: Pf-apPOL DNA polymerase inhibition; Recombinant Pf-apPOL, molecular beacon fluorescence, 1.5 h; inhibition, % at 10 µM; actives 0.25% (n = 210,000); AID 1794808
An asterisk follows results filed as active; nt = no result given; & = joins results of further samples. Cut-off read from the data, not from the text of the source: active = inhibition above about 50%; inactive = the rest. Some of the compounds tested; count on the stated rates, not on these rows.

SMILES | mHTT-CaM PPI inh | Pf apPOL inh
CC1CCN(CC2CCN(S(=O)(=O)c3ccc(C(C)(C)C)cc3)CC2)CC1 | -9 | 0
CCCC(=O)C1=C(N2CCCCC2)CC(C)(C)CC1=O | 0 | -1
Cc1nc(-c2ccc(NC(=O)c3cc4cc(Br)ccc4oc3=O)cc2)cs1 | 3 | -5
O=C(c1nc2ccccc2s1)N1CCC(COCc2ccccc2)CC1 | 16 | -8
CN(CCNC(=O)CC1CCN(C(=O)C2CCCCC2)CC1)C1CCCCC1 | -7 | -9
Cc1ccc(CN2CC34C=CC(O3)C(C(=O)NCCC3=CCCCC3)C4C2=O)cc1 (stereo not given) | 20 | 1
CCn1cc(CN2CCC(C(=O)NCc3ccc(C)o3)CC2)c2ccccc21 | 16 | -11
CCn1c(SCC(=O)Nc2ncc3c(n2)CC(c2ccco2)CC3=O)nnc1-c1ccncc1 (stereo not given) | 7 | -2
C=CCn1c(=O)c2c(nc3n2CCS3)n(C)c1=O | -1 | -2
O=C(c1ccncc1)N1CCN(Cc2ccccn2)CC1 | 2 | -3
O=C(CNC(=O)c1ccc(=O)[nH]c1)Nc1nc(-c2ccco2)cs1 | 8 | 10
N#Cc1cn(Cc2ccccc2Cl)c(=O)[nH]c1=O | nt | -3&2
COC(=O)c1ccc(NC(=O)CSc2nnc3n2CCN3c2ccc(C)cc2)cc1 | -4 | -3
Cc1ccc(F)cc1NS(=O)(=O)c1cc2c(s1)CCN(C(=O)C1CCC1)C2 | 8 | 1
Cc1noc(C)c1S(=O)(=O)N1CCC(C(C)C(=O)NCc2ccccc2)CC1 (stereo not given) | -5 | 3
CCOc1ccc(CNc2cc(-n3nc(C)cc3C)ncn2)cc1 | -2 | -5
CCCCC(=O)Nc1c2c(nn1-c1cccc(Cl)c1)CS(=O)(=O)C2 | -2 | -1
O=C1OC(c2ccccc2)=N/C1=C/c1ccc(-c2cccc([N+](=O)[O-])c2)o1 | 19 | 4
Cn1ncc2c(NNC(=S)Nc3ccc(F)cc3F)ncnc21 | nt | -75
CSCCC(CC(=O)O)NC(=O)c1cccs1 (stereo not given) | nt | -2
CCOC(=O)N1CCc2nn(CC(=O)Nc3ccccc3CC)c(=O)cc2C1 | -1 | -4
COc1ccc(N(C(C)=O)c2nc(-c3cc4cc(Br)ccc4oc3=O)cs2)cc1 | -6 | -4
O=C(Nc1ccc(OCC(=O)N2CCOCC2)cc1)c1cc(F)c(F)cc1Cl | 6 | -4
COc1cc(C(=O)Nc2nnc(C3CC(=O)N(c4ccccc4)C3)o2)cc(OC)c1OC (stereo not given) | 34 | -3
O=C(Nc1ccc(S(=O)(=O)N2CCCC2)cc1)C1CC1 | 1 | -6
O=C(CSc1ccc(F)cc1)Nc1ccc2c(c1)N(C(=O)c1ccco1)CC2 | 3 | -19
COC(=O)C1CN(Cc2cn(Cc3ccc(Cl)cc3)nn2)CCS(=O)(=O)N1Cc1ccc(F)cc1 (stereo not given) | 30 | -4
Cc1c(Br)c(C(F)(F)F)nn1CC(=O)N1CCCCCC1 | -3 | -2
O=C(Cc1nc(-c2cccnc2)n[nH]1)NCCc1ccccc1 | -4 | 2
COc1cccc(C2C(=C(O)c3ccc(F)cc3)C(=O)C(=O)N2CCN2CCOCC2)c1 (stereo not given) | 0 | 7
COc1ccc2c(=O)c(-c3cscn3)coc2c1 | 0 | 0
CCC(=O)Nc1cccc(-c2nnc(SCc3nc4ccccc4[nH]3)n2C)c1 | 1 | 1
COc1ccc(C)cc1NC(=O)CSc1nnc(COc2ccc3c(c2)CCCC3)o1 | -5 | 0
COc1ccc(NC(=O)c2cc3c(s2)CN(C2CC2)C3)c(C)c1 | 15 | 4
O=C1OC(c2ccccc2Br)=N/C1=C\c1ccccc1I | 4 | 42
Cc1ccc(N2C(=O)CSC2c2ccccn2)cc1F (stereo not given) | -4 | 0

Taken from above:
In mHTT-CaM PPI inh, COc1ccc(NC(=O)c2cc3c(s2)CN(C2CC2)C3)c(C)c1 shows 15
In Pf apPOL inh, COc1ccc(C)cc1NC(=O)CSc1nnc(COc2ccc3c(c2)CCCC3)o1 shows 0
In Pf apPOL inh, Cc1c(Br)c(C(F)(F)F)nn1CC(=O)N1CCCCCC1 shows -2
In Pf apPOL inh, O=C(Cc1nc(-c2cccnc2)n[nH]1)NCCc1ccccc1 shows 2
In mHTT-CaM PPI inh, O=C1OC(c2ccccc2Br)=N/C1=C\c1ccccc1I shows 4

Additional entries:
SMILES | mHTT-CaM PPI inh | Pf apPOL inh
O=C(Nc1ccc(Cl)cc1)Nc1nnc2ccccn12 | 4 | -2
NS(=O)(=O)c1ccc(NC(NC(=O)c2cccnc2)C(Cl)(Cl)Cl)cc1 (stereo not given) | -4 | -3
CCOC(=O)N1CCN(c2ccccc2F)CC1 | -4 | -3
Cc1cc(C)c(NC(=O)C2C3CCC4C(CCC32)C4(Cl)Cl)c(C)c1 (stereo not given) | 2 | 2
O=C1OC(c2ccc([N+](=O)[O-])cc2Cl)=N/C1=C\c1cccs1 | -3 | 1
O=S(=O)(OC(Cc1ccccc1)C(F)(F)F)c1cc(C(F)(F)F)cc(C(F)(F)F)c1 (stereo not given) | nt | 7&0
O=C(CC1Sc2ccccc2NC1=O)NCCCSC1CCCCC1 (stereo not given) | 5 | 8
CC(=O)c1cnc(Nc2ccc(F)cc2F)c2ccccc12 | -36 | 0
O=C(N1CCSCC1)C12CC3CC(C1)CC(n1cnc([N+](=O)[O-])n1)(C3)C2 | 3 | 13
Oc1cccc(N=Cc2nc(-c3ccc(Br)cc3)oc2O)c1 | -4 | 2
O=C1C2C3C=CC(O3)C2C(=O)N1c1ccccc1C(F)(F)F (stereo not given) | -2 | -5
COc1ccc(C2C3=C(CCCC3=O)Nc3nc(-c4cccc(O)c4)nn32)cc1 (stereo not given) | 30 | -2

Grouped by structure: those above with bromine
SMILES | mHTT-CaM PPI inh | Pf apPOL inh
Cc1nc(-c2ccc(NC(=O)c3cc4cc(Br)ccc4oc3=O)cc2)cs1 | 3 | -5
COc1ccc(N(C(C)=O)c2nc(-c3cc4cc(Br)ccc4oc3=O)cs2)cc1 | -6 | -4
Cc1c(Br)c(C(F)(F)F)nn1CC(=O)N1CCCCCC1 | -3 | -2
O=C1OC(c2ccccc2Br)=N/C1=C\c1ccccc1I | 4 | 42
Oc1cccc(N=Cc2nc(-c3ccc(Br)cc3)oc2O)c1 | -4 | 2

(listing goes on)
SMILES | mHTT-CaM PPI inh | Pf apPOL inh
COCCC1CCN(C(=O)c2ccc(C)c(F)c2)CC1 | -5 | -7
CN(C)CCCNc1nc(-c2ccccc2O)nc2ccccc12 | 1 | -15
C#CCOc1cc(Br)c(C=O)cc1OC | 1 | 0
CCC(C)NC(=O)c1ccc2c(c1)CC(=O)N2C (stereo not given) | -4 | -2
COc1ccc(-c2c(C)c3cc(OC(=O)C(C)C)ccc3oc2=O)cc1OC | 0 | -7
Cc1ccc(C2OC(=O)c3ccccc32)cc1Cl (stereo not given) | -4 | -2
COc1ccccc1OCCNC(=O)c1cc2c(s1)CN(C1CCCC1)C2 | 2 | -3
CC(=O)c1cccc(NC(=O)Cn2cc(S(=O)(=O)Cc3ccccc3)c3ccccc32)c1 | 20 | -4
CCC1CCCCN1Cc1ccc([N+](=O)[O-])cc1 (stereo not given) | 0 | -10
CC(=O)N1CCc2c(sc(NC(=O)c3coc4ccccc4c3=O)c2C#N)C1 | -1 | 2
CCOc1cccc2sc(N3CCN(C(=O)Nc4c(F)cccc4F)CC3)nc12 | 1 | -6
N#Cc1c(NC(=O)c2cc3ccccc3oc2=O)sc2c1CCCCCC2 | 0 | -1
COC(=O)C(NC(=O)c1ccc(C)cc1)C12CC3CC(CC(C3)C1)C2 (stereo not given) | -13 | 1
CCN1CCN(C(=O)C2c3ccccc3Oc3ccccc32)CC1 | 2 | -10
Cc1csc(COc2ccc(C(=O)N3CCN(c4ccccn4)CC3)cc2)n1 | 14 | -19
O=C(C1CCN(c2nnc3ccccn23)CC1)N1CCN(C2CCCCC2)CC1 | 5 | -7
CCOc1ccc(C2=Nn3c(nnc3-c3cccc(F)c3)SC2)cc1 | -2 | -4
N#Cc1ccc(N2CCN(C(=O)c3ccc(F)cc3Cl)CC2)cc1 | nt | -13
c1ccc(C2=NN3C(C2)c2ccccc2OC3c2ccc3c(c2)OCO3)cc1 (stereo not given) | 5 | -1
COc1ccc(-c2ncc3c(n2)CCN(C(=O)c2ccc(C)c(C)c2)C3)cc1 | -6 | -4
COc1ccc2c(C)nc(N=C(N)N=C(C)c3ccccc3C(=O)O)nc2c1 | 2 | -1
CSc1nc(-c2ccccc2F)c(C#N)c(=O)n1C | -9 | 0
CC(C)(C)c1cc2nc(C(F)(F)F)cc(N3CCN(C=C(C#N)S(=O)(=O)c4cccs4)CC3)n2n1 | nt | -1
N#CC1=C(N)SC(N)=C(C#N)C1c1ccccc1 | 29 | 0&-10

Whole records, looked up by structure. Order of values: mHTT-CaM PPI inh | Pf apPOL inh
Shown for O=C(CC1Sc2ccccc2NC1=O)NCCCSC1CCCCC1 (stereo not given) → 5 | 8
Shown for CC(=O)c1cccc(NC(=O)Cn2cc(S(=O)(=O)Cc3ccccc3)c3ccccc32)c1 → 20 | -4
Shown for O=C1C2C3C=CC(O3)C2C(=O)N1c1ccccc1C(F)(F)F (stereo not given) → -2 | -5

Reprinted at random: 4 compounds from above.
SMILES | mHTT-CaM PPI inh | Pf apPOL inh
O=C(C1CCN(c2nnc3ccccn23)CC1)N1CCN(C2CCCCC2)CC1 | 5 | -7
CSc1nc(-c2ccccc2F)c(C#N)c(=O)n1C | -9 | 0
COC(=O)C(NC(=O)c1ccc(C)cc1)C12CC3CC(CC(C3)C1)C2 (stereo not given) | -13 | 1
CCN1CCN(C(=O)C2c3ccccc3Oc3ccccc32)CC1 | 2 | -10

New compounds follow.
SMILES | mHTT-CaM PPI inh | Pf apPOL inh
O=C(C1CCN(S(=O)(=O)c2cccc3nsnc23)CC1)N1CCN(c2ccccn2)CC1 | 0 | 4
O=C(c1ccc(OCC2CCCN(C(=O)c3cccc(Cl)c3)C2)cc1)N1CCCCC1 (stereo not given) | 28 | -1
COc1ccc(C(=O)Nc2c(C)cc(Br)cc2C)cc1[N+](=O)[O-] | 1 | -1
COc1ccc(CN2CCN(Cc3cccc([N+](=O)[O-])c3)CC2)cc1OC | 0 | 9
COc1ccccc1NC(=O)N1CCc2cn(C)c3cccc(c23)C1 | 51* | -1
CCNC(=O)N1CCCC(c2cccc(C(=O)NCc3cccc(OC)c3)c2)C1 (stereo not given) | 7 | -8
COc1cc(CN2CCc3nc(Nc4ccc(F)cc4)ncc3C2)ccc1OC(C)C | 95* | -5
CN(C)CCNC(=O)C1CCN(c2nc3cccnc3s2)CC1 | -3 | 1
O=C(Nc1ccc(F)cc1F)C1CC(c2ccc(F)cc2)=NO1 (stereo not given) | -9 | 3
Cc1csc2ncnc(NC3CCN(Cc4ccccc4)CC3)c12 | nt | -10
O=C(Nc1cccnc1)c1cc([N+](=O)[O-])ccc1Cl | -2 | 4
Cc1cccc2nnc(N3CCC(C(=O)N4CCOCC4)CC3)n12 | 2 | 0
COc1ccc(C2C(C(C)=O)=C(O)C(=O)N2Cc2ccccc2)cc1 (stereo not given) | 4 | -2
C=CCn1c(=O)c2c(ncn2Cc2ccc(C)cc2)n(-c2ccccc2C)c1=O | 9 | -6
NC(=O)c1ccc(N=C2C(=O)Nc3ccccc32)cc1 | 4 | -9
Cn1cccc1C(CNC(=O)C(=O)Nc1cc(F)ccc1F)N1CCCCCC1 (stereo not given) | 3 | -11
COCCC1CCN(C(=O)CCCc2ccccc2)CC1 | -3 | -3
O=C(NCc1ccc(Cl)cc1)C1CCN(c2cnn(Cc3ccccc3)c(=O)c2)CC1 | 9 | -4
O=C(Cc1ccc(Cl)cc1)Nc1ccc(S(=O)(=O)N2CCOCC2)cc1 | 9 | -8
CCN(CC)S(=O)(=O)N(CC(=O)NCc1ccccc1Cl)Cc1ccc(F)cc1 | -10 | -12
O=[N+]([O-])c1ccc(CNc2ccc(Cl)cc2)s1 | 39 | 1
Cc1cc(C)n(-c2nnc(N)nn2)n1 | 2 | nt
COc1cc(OC)c([N+](=O)[O-])cc1C=O | -5 | 0
COc1ccccc1/C=C1\CC/C(=C\c2ccccc2OC)C1=O | 48 | 6
Cc1nc(C#N)c(NCc2ccc3c(c2)OCO3)o1 | 3 | -3
COc1ccc(Cc2noc(-c3ccccc3Cl)n2)cc1OC | -41 | -2
O=C(Nc1ccccc1)Nc1cc(F)c2nc(N3CCOCC3)ccc2c1 | -2 | 2
Cc1ccc(Cn2nc(C(=O)ON=C(N)c3ccccc3)cc2C)cc1 | nt | -12
Cc1ccsc1CN1CCc2nc(N3CCN(c4ccccc4F)CC3)ncc2C1 | 6 | -4
Brc1ccc(C2OCC3(CO2)CC2C=CC3C2)cc1 (stereo not given) | -30 | nt
COc1ccccc1NC(=O)N1CC2CN(S(=O)(=O)c3ccc(C)cc3)CC(C1)O2 | -4 | -4
CC1=CC(=O)c2ccccc2C1=O | nt | -11&-20
COc1ccc(-n2ncc(NC(=O)Nc3ccc4c(c3)OCCCO4)c2C)cc1 | nt | -14
N#Cc1nccnc1Oc1ccc(Cl)cc1 | nt | 3
CCCCOc1ccc(S(=O)(=O)N2CCSC2c2ccccc2OC)cc1 (stereo not given) | -10 | 0
C=CC1(C)CC(OC(=O)CO)C2(C)C(C)CCC3(CCC(=O)C32)C(C)C1O (stereo not given) | nt | -6
O=C(Cn1cnc2sc3c(c2c1=O)CCC3)Nc1ccc([N+](=O)[O-])cc1 | 9 | -6
Cc1cc(F)ccc1NC(=O)C1CCN(c2c(C#N)cnc3ccccc23)CC1 | -6 | 0
Cc1cccnc1NC(=O)c1c(O)c2cccc3c2n(c1=O)CCC3 | 10 | -2
